D1 antagonist = blocks dopamine activation of the human D1 receptor; P21728; HEK293 TREx D1 cells, calcium flux, dopamine EC80; active compounds read low; activity change, negative = inhibition, % at 10 µM; actives 3.2% (n = 360,000); in the data active means activity change below about -30%; further: on the % scale 0 is the no-effect control and ±100 the full control effect
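Antagonism measured as reduced calcium response to an EC80 dopamine addition following 180 s compound pre-read; cells were inducible HEK293 Trex D1 plated overnight at 30 C, read kinetically at 1 cycle/sec.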
Vif-APOBEC3G blk = blocks the Vif interaction with human APOBEC3G | actives 0.076% (n = 410,000) | AID 602310 | Q9HC16 | Potency, µM (titrated, usually from 46.1 µM), for inactives: at the highest dose activity, negative = active, hits mostly inhibitors | HeLa A3G-eYFP + Vif (tagged APOBEC3G with the HIV-1 protein that degrades it), YFP fluorescence, overnight;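 further: potency means the concentration at half of the fitted maximal effect; on the % scale 0 is the no-effect control and ±100 the full control effect; nearly all actives have a fitted effect of over 60% in size; hits raise eYFP signal because A3G escapes Vif-driven loss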
Target sequence (Q9HC16 whole entry, looked up): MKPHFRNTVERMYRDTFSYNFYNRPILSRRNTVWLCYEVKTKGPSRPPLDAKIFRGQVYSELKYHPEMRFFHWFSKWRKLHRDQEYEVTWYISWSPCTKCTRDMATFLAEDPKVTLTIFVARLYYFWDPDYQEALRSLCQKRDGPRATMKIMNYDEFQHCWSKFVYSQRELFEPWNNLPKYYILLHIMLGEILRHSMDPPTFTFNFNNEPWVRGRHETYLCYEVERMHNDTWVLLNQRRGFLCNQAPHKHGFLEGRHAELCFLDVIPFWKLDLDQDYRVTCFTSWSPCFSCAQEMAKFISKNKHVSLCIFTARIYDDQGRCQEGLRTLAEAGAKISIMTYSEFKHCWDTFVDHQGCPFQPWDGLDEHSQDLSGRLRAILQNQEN
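HeLa cells stably expressing Vif and C-terminally eYFP-tagged A3G, seeded overnight at 37 deg C, then exposed to compound by pintool overnight at 37 deg C. Rise in yellow fluorescence (Ex 488/Em 500-530, Acumen) marks blocked Vif-driven A3G degradation.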
D1 ag = activates the human D1 dopamine receptor; P21728; HEK293 T-REx D1 cells, calcium flux, agonist mode; activation, % at 2 µM; actives 1% (n = 360,000); AID 504660; in the data active means activation above about 30%; further: 0% is about no effect
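Inducible HEK293 T-REx D1 cells, force-coupled to calcium signalling, were plated at 4000 cells/well with tetracycline and held overnight at 30 C. After no-wash calcium dye loading, compound-evoked calcium rise over 180 s flagged agonists.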
D1 potentiator = human D1 dopamine receptor positive modulation. P21728. actives 0.036% (n = 360,000). potentiation, % at 10 µM. HEK293 TREx D1 cells, calcium flux, dopamine EC20 potentiation; in the data active means potentiation above about 30%; further: 0% is about no effect
LDHA block = inhibitors of human lactate dehydrogenase A | P00338 | purified LDHA, NADH/diaphorase-resazurin fluorescence; active compounds read low | activity change, % (values are at about 110 or 230 µM) | actives 0.15% (n = 480,000) | AID 1347041; in the data active means activity change below about -30%; inconclusive means mostly about -25% to -30%;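 further: plate controls were DMSO wells for no effect and wells without enzyme for full effect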
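Human LDH5 (2 nM) was incubated with 0.06 mM NADH and 0.2 mM pyruvate for 5 min at room temperature in Tris pH 7.4. Remaining NADH was coupled through diaphorase/resazurin, and resorufin fluorescence was read at 0 and 20 min.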
RXFP1 ag = RXFP1 (human) receptor agonism | Q9HBX9 | HEK293T-RXFP1 cAMP TR-FRET, 30 min; response scale: percent of porcine relaxin response, buffer zero | Potency, µM (top dose mostly 57.5 µM), for inactives: at the highest dose activation, hits mostly activators | actives 0.3% (n = 370,000); further: potency means the concentration at half of the fitted maximal effect; on the % scale 0 is the no-effect control and ±100 the full control effect; nearly all actives have a fitted effect of over 60% in size; many of its hits are not listed in these tables
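cAMP rise read by TR-FRET after 30 min, 37C compound exposure (up to 58 uM) in RXFP1-transfected HEK293 cells with Ro 20174 present. EC50 from Hill-equation fits, with 29 nM porcine relaxin as 100% and buffer as basal.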
D2 PAM = positive allosteric modulators of human D2 dopamine receptor; P14416; HEK293 T-REx D2, calcium flux, EC20 dopamine potentiation; potentiation, % at 10 µM; actives 0.34% (n = 340,000); AID 485347;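 active means potentiation over 3 SD above the plate norm, cut at about 30% in these data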; further: 0% is about no effect
Target sequence (P14416 whole entry, looked up): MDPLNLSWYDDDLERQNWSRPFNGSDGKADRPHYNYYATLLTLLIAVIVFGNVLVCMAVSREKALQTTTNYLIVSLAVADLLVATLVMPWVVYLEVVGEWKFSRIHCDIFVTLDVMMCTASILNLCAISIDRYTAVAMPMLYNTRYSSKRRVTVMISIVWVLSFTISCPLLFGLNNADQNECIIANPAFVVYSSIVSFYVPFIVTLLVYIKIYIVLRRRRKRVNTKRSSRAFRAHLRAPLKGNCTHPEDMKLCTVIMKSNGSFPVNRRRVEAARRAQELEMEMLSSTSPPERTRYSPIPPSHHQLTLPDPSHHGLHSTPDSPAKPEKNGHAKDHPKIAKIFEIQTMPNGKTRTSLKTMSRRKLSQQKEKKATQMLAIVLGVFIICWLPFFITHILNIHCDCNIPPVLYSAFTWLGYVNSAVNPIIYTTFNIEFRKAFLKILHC
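Calcium flux readout, no-wash dye, 1 read/s. Inducible HEK293 Trex D2 line, overnight 30 C. Compound alone 180 s (agonist flags), then EC20 dopamine, another 180 s to score potentiation.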
Glioma ERSR ind = ER stress response induction in glioma | actives 0.02% (n = 420,000) | U87-MG GRP78 promoter luciferase reporter, 16 h | Potency, µM, inactives show at the top dose activation, most hits filed as activators; further: potency means the concentration at half of the fitted maximal effect; series mostly up to about 76 µM; % of control where 0% means no effect; nearly all actives have a fitted effect of over 35% in size
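Stably transfected U87-MG glioma cells carrying a GRP78-based luciferase sensor; 16 h compound incubation. Luminescence end-point read 10 min after Bright-Glo addition at room temperature.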
Vif-A3F inh = blocks the Vif interaction with APOBEC3F; HeLa A3F-eYFP + Vif (tagged APOBEC3F with the HIV-1 protein that degrades it), YFP fluorescence increase; Potency, µM (top dose mostly 46.1 µM), for the others: at the top dose activity, negative = active; actives 0.2% (n = 390,000); AID 602313; further: potency means the concentration at half of the fitted maximal effect; % of control where 0% means no effect; nearly all actives have a fitted effect of over 65% in size
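Fluorescence increase (Ex 488/Em 500-530) after overnight compound treatment at 37 deg C flags inhibition of Vif-driven A3F-eYFP loss in stable HeLa A3F-eYFP/Vif cells seeded overnight beforehand.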
* hit, by the source's call; i = inactive; ? = inconclusive; · = no result given. Unless noted, the call rests on the fitted dose curve; in most records, active means well fitted curve in the direction sought with a large enough effect; inconclusive means small, poorly fitted or top-dose-only effect, or another doubt; inactive means no such curve, though single readings can be large; an effect the other way counts as inactive or inconclusive. This is a subset; count on the stated rates, not on these rows.

SMILES	D1 antagonist	Vif-APOBEC3G blk	D1 ag	D1 potentiator	LDHA block	RXFP1 ag	D2 PAM	Glioma ERSR ind	Vif-A3F inh
CC(=O)Oc1ccc(Nc2ccccc2)cc1	-1	5%	2	6	4	-0.5%	-1	-5%	2%
CCCN1CCN(c2ncc3c(n2)CCN(Cc2ccc(OC)c(OC)c2OC)C3)CC1	-9	6%	-1	0	3	1.4%	1	1%	-5%
O=C(CCl)N1CCN(S(=O)(=O)Cc2ccccc2)CC1	21	?	5	·	1	-0.9%	6	-16%	6%
O=C(Cc1c(F)cccc1Cl)NC1=NCCS1	-7	-1%	5	-3	2	-1.2%	6	0%	-16%
C/C(=C\C(=O)C(F)(F)F)Nc1ccc(C)cc1	2	2%	5	-6	-2	0.2%	-9	0%	-3%
COc1cccc(NC(=O)Cc2nnc(SCC(=O)NC(C)c3ccccc3)n2C)c1 (stereo not given)	-2	-5%	1	5	-8	0.8%	-3	-5%	-7%
COc1ccc(S(=O)(=O)NCC(c2cccs2)N2CCc3ccccc3C2)cc1 (stereo not given)	5	-3%	29	-5	-1	0.3%	-3	-5%	5%
C/C=C(/C)C(=O)O[C@@H]1c2c(ccc3ccc(=O)oc23)O[C@@H]1C(C)(C)OC(C)=O	-7	-4%	0	-4	0	0.4%	-5	-4%	-3%
COc1ccc(NC(=O)c2cccc(N3C(=O)C4C5C=CC(C6CC56)C4C3=O)c2)c(OC)c1 (stereo not given)	-39*	7%	4	3	0	0.0%	-3	-4%	-3%
CCOC(=O)C1(CCOc2ccccc2)CCN(Cc2cccc(OC)c2O)CC1	-45*	-1%	13	-7	2	-1.5%	-4	-2%	5%
COc1ccc(/C=C/CN2CCC(Oc3ccc(C(=O)N4CCCCC4)cc3)CC2)cc1	-22	1%	6	0	-12	-0.5%	·	-1%	3%
CCOc1ccc(NC(=O)CN(C)C(=O)CSc2ccccc2)cc1OCC	17	-1%	0	-2	-4	1.5%	5	-3%	0%
CCCOc1ccc2c(C)c(CC(=O)OC)c(=O)oc2c1	1	-1%	-2	-2	5	3.2%	-3	0%	0%
Cc1ccccc1Nc1c(-c2c(F)cccc2Cl)nc2ccc(Br)cn12	28	-1%	1	1	-7	-4.1%	22	-5%	-2%
CCCCCC1CC(COc2ccccc2)OC1=O (stereo not given)	3	2%	1	3	4	1.4%	-7	1%	5%
CC(C)(C)NC(=O)COC(=O)c1ccc2c(c1)C(=O)N(Cc1ccco1)C2=O	5	-3%	7	·	-4	3.0%	23	-4%	14%
COc1cccc(/C=C/C(=O)OCC(=O)Nc2cccc(S(=O)(=O)NC3=NCCCCC3)c2)c1	·	0%	·	·	0	·	·	-3%	0%
Cc1ccc(C)c(Cn2c(=O)n(-c3ccc(Cl)cc3)c(=O)c3c4c(sc32)CCC4)c1	-6	-4%	-3	0	-9	-1.4%	-3	-4%	-4%
COc1ccc(CN2CCNC(=O)C2CC(=O)N(C)Cc2ccccn2)cc1OC (stereo not given)	4	1%	1	3	6	-1.4%	-9	1%	1%
COc1ccc(CNC(=O)Cn2nc(C(F)(F)F)c(Br)c2C)cc1	-19	0%	2	3	-2	-0.9%	-3	-2%	-9%
COc1cc(C)nc(N2CCC(C(N)=O)CC2)n1	0	-1%	3	4	-7	3.5%	-10	-3%	-6%
COCc1nc(-c2ccc(-c3ccccc3)nc2OC)no1	-3	1%	0	1	1	-1.5%	5	-2%	5%
Cc1ccc(CNC(=O)/C=C/c2ccc(S(=O)(=O)N3CCOCC3)cc2)cc1	-5	0%	4	-1	-7	2.5%	2	-3%	6%
COc1ccc(NC(=O)COC(=O)C2CCCCC2)c([N+](=O)[O-])c1	-1	-1%	-1	0	-5	-2.9%	-1	-5%	20%
CCc1[nH]c(=O)c(C#N)c2c1COC(C)(C)C2	·	1%	1	-2	11	3.2%	27	0%	-4%

The listing continues:
SMILES	D1 antagonist	Vif-APOBEC3G blk	D1 ag	D1 potentiator	LDHA block	RXFP1 ag	D2 PAM	Glioma ERSR ind	Vif-A3F inh
C(=C\c1ccccc1)/CN1CCN(Cc2ccc3c(c2)OCCO3)CC1	-22	·	9	12	·	-2.0%	-23	·	·
CN(C1CCCCC1)S(=O)(=O)c1cc2c(cc1Cl)NC(=O)CO2	0	-6%	2	-4	-4	2.1%	-3	-5%	-25%
C[C@H](NC(=O)Cn1cncn1)c1ccccc1	-8	-5%	4	-6	-6	0.7%	11	-4%	-3%
COc1cccc(/C=C2\Oc3cc(OC(=O)N4CCOCC4)ccc3C2=O)c1	-4	-8%	0	-6	-3	1.3%	-10	-4%	-5%
O=Cc1cc([N+](=O)[O-])ccc1N1CCOCC1	-39*	3%	2	14	-6	4.4%	2	-2%	5%
CCOc1ccc(NC(=O)CN(C)C(=O)c2ccc(C3SCCS3)cc2)cc1OCC	-45*	1%	1	-19	-1	0.1%	-1	-1%	-3%
COc1ccc2c(c1)OC[C@H]1[C@H]2N2C(=O)c3ccc(F)cc3NC(=O)[C@@]2(C)[C@H]1c1ccccc1	·	-26%	·	·	-2	·	·	-3%	-4%
O=C(/C=C\Nc1ccc2c(c1)OCO2)c1cccs1	-9	-12%	2	-4	5	1.3%	-5	-12%	13%
Cc1c(C)n2c(SCC(=O)N3CCCCCC3)nnc2[nH]c1=O	-12	0%	2	-1	-4	0.7%	-1	0%	-17%
CCCCCCc1cc2cc(-c3nnc(-c4ccccc4)o3)c(=O)oc2cc1O	4	?	297*	2	-10	0.7%	-11	-6%	i
Oc1c(Br)cc(/C=N/n2c(-c3ccccc3)n[nH]c2=S)c(Br)c1O	-5	·	4	-3	·	2.4%	3	·	·
CCN(c1cccc(C)c1)S(=O)(=O)c1c(C)[nH]c(=O)[nH]c1=O	-11	0%	3	0	-3	0.4%	-8	-4%	6%
Cc1ccc(Cl)cc1N1CCN(CCNC(=O)Nc2ccccc2Cl)CC1	-13	4%	2	-3	-1	1.9%	-26	-2%	-10%
CN(C)S(=O)(=O)N1CCN(C(=O)c2ccc3c(c2)OCO3)CC1	17	-1%	1	-4	-2	0.9%	·	-6%	?
O=C(Cn1cnc(S(=O)(=O)N2CCOCC2)c1)Nc1ccc(OC(F)(F)F)cc1	-3	0%	4	6	0	-0.5%	5	0%	1%
COc1ccc(C(=O)N2CCN(Cc3cc(OC)c(O)c(OC)c3)CC2)cc1OC	2	0%	3	2	-7	-0.3%	·	-3%	-2%
CN(C)CCNCc1ccc(OC2CCCC2)cc1	-4	0%	7	-6	-9	6.4%	6	-6%	7%
Cc1cc(=O)oc2cc(O[C@@H]3O[C@H](CO)[C@@H](O)[C@H](O)[C@H]3O)ccc12	9	-1%	0	4	-2	0.5%	-9	1%	-6%
COc1ccc(/C=C2\SC(=O)N=C2N)cc1	-3	0%	3	-1	-2	-2.8%	12	-5%	-7%
Cc1ccc(-c2nc3c4ccccc4n(CC(=O)N4CCN(c5ccc(F)cc5)CC4)c(=O)n3n2)cc1	·	0%	-1	0	-14	-2.1%	9	-3%	-2%

Arranged by heavy-atom count (falling): part of the list above
SMILES	D1 antagonist	Vif-APOBEC3G blk	D1 ag	D1 potentiator	LDHA block	RXFP1 ag	D2 PAM	Glioma ERSR ind	Vif-A3F inh
O=C(Cn1cnc(S(=O)(=O)N2CCOCC2)c1)Nc1ccc(OC(F)(F)F)cc1	-3	0%	4	6	0	-0.5%	5	0%	1%
Cc1ccc(Cl)cc1N1CCN(CCNC(=O)Nc2ccccc2Cl)CC1	-13	4%	2	-3	-1	1.9%	-26	-2%	-10%
O=Cc1cc([N+](=O)[O-])ccc1N1CCOCC1	-39*	3%	2	14	-6	4.4%	2	-2%	5%

Ordered by molar mass (rising): some entries from above
SMILES	D1 antagonist	Vif-APOBEC3G blk	D1 ag	D1 potentiator	LDHA block	RXFP1 ag	D2 PAM	Glioma ERSR ind	Vif-A3F inh
CC(=O)Oc1ccc(Nc2ccccc2)cc1	-1	5%	2	6	4	-0.5%	-1	-5%	2%
C[C@H](NC(=O)Cn1cncn1)c1ccccc1	-8	-5%	4	-6	-6	0.7%	11	-4%	-3%
COc1ccc(/C=C2\SC(=O)N=C2N)cc1	-3	0%	3	-1	-2	-2.8%	12	-5%	-7%
CN(C)CCNCc1ccc(OC2CCCC2)cc1	-4	0%	7	-6	-9	6.4%	6	-6%	7%
Cc1c(C)n2c(SCC(=O)N3CCCCCC3)nnc2[nH]c1=O	-12	0%	2	-1	-4	0.7%	-1	0%	-17%
CC(C)(C)NC(=O)COC(=O)c1ccc2c(c1)C(=O)N(Cc1ccco1)C2=O	5	-3%	7	·	-4	3.0%	23	-4%	14%
Cc1ccc(CNC(=O)/C=C/c2ccc(S(=O)(=O)N3CCOCC3)cc2)cc1	-5	0%	4	-1	-7	2.5%	2	-3%	6%
CCOc1ccc(NC(=O)CN(C)C(=O)CSc2ccccc2)cc1OCC	17	-1%	0	-2	-4	1.5%	5	-3%	0%
COc1ccc(CNC(=O)Cn2nc(C(F)(F)F)c(Br)c2C)cc1	-19	0%	2	3	-2	-0.9%	-3	-2%	-9%
COc1ccc(CN2CCNC(=O)C2CC(=O)N(C)Cc2ccccn2)cc1OC (stereo not given)	4	1%	1	3	6	-1.4%	-9	1%	1%
COc1ccc(C(=O)N2CCN(Cc3cc(OC)c(O)c(OC)c3)CC2)cc1OC	2	0%	3	2	-7	-0.3%	·	-3%	-2%
Cc1ccc(C)c(Cn2c(=O)n(-c3ccc(Cl)cc3)c(=O)c3c4c(sc32)CCC4)c1	-6	-4%	-3	0	-9	-1.4%	-3	-4%	-4%
CCOc1ccc(NC(=O)CN(C)C(=O)c2ccc(C3SCCS3)cc2)cc1OCC	-45*	1%	1	-19	-1	0.1%	-1	-1%	-3%
